Screening data deposited in PubChem by Broad Institute.
HSF1 activator = HSF-1 activators, primary screen, NIH3T3-HGL cells, MG132 stress, luminescence, single point; NIH3T3-HGL HSF-1 luciferase reporter, 8 h; 100% = twice DMSO control signal; activation, % at 9 µM; actives 1.7% (n = 300,000);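 active = mean replicate activation of at least 50% with a set share of replicates each reaching 50%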;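 also: 0% = median of the neutral control wells and 100% = twice that signal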
HDAC3 inh = HDAC3 deacetylase inhibitors, primary screen, biochemical, fluorescence, cell-free homogeneous; recombinant HDAC3, fluorogenic peptide/trypsin coupled; inhibition, % at 8.3 µM; actives 0.15% (n = 320,000); AID 2718, 2010; in the data active = inhibition above about 26%, passing the limit was not always enough
Target sequence (O15379 whole entry, looked up): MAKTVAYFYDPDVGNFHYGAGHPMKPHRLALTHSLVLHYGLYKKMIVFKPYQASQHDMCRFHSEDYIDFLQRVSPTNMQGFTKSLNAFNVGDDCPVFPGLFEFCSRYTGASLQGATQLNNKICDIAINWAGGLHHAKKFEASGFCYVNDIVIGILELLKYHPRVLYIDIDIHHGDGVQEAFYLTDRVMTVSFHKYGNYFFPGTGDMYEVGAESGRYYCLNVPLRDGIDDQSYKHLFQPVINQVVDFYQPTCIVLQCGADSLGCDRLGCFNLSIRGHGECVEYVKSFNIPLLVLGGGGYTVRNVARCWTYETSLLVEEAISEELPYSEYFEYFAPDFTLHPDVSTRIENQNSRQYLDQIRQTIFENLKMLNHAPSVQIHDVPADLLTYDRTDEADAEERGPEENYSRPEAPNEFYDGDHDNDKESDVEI
HSF1 inhib = HSF1 inhibitors in luciferase reporter cells, primary screen, cell-based, NIH3T3, luminescence. NIH3T3-HGL HSE-luciferase, MG132-induced, luminescence 8 h; active compounds read low. activity change, negative = inhibition, % at 7.5 µM (by protocol). actives 0.77% (n = 300,000);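 active = more than half of replicate wells show activity change below -50%, luminescence cut by over half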;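 also: luciferase reports HSF-1 transcriptional activity via heat shock element; 0% = median of DMSO wells and -100% = zero luminescence signal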
Starred values were filed as active, the others as inactive; / = not tested or not shown. The list is partial (hit frequency here may not be typical).

| nr | HDAC3 inh | HSF1 inhib | HSF1 activator | SMILES |
| --- | --- | --- | --- | --- |
| 1 | / | -128 | -128 | CC(=NNC(=S)N1CCCCC1)c1cccc(C)n1 |
| 2 | / | 95* | 95* | CCN(CC)c1ccc(C(=C2C=CC(=[N+](CC)CC)C=C2)c2ccccc2)cc1 |
| 3 | / | 20 | 20 | COc1ccc(C2C3=C(COC3=O)Oc3cc4c(cc32)OCO4)cc1OC (stereo not drawn) |
| 4 | / | -95 | -95 | O=C(OCCn1c(=S)sc2ccccc21)c1ccccc1 |
| 5 | / | 5 | 5 | CC1C(c2ccc3c(c2)OCO3)c2cc3c(cc2OC1N1CCOCC1)OCO3 (stereo not drawn) |
| 6 | / | -10 | -10 | O=C1CCSc2c1ccc1ccccc21 |
| 7 | / | -11 | -11 | O=c1ccncn1C1OC(CO)C(O)C1O (stereo not drawn) |
| 8 | / | -6 | -6 | CCOC(=O)CC1(C)NC(C(=O)O)C(C)(C)S1 (stereo not drawn) |
| 9 | / | 30 | 30 | C=C1CC(Cn2cc(Br)c(=O)[nH]c2=O)(c2ccc(-c3ccccc3)cc2)OC1=O (stereo not drawn) |
| 10 | / | -34 | -34 | Oc1ccc(C=NN=Cc2ccco2)c(O)c1 |
| 11 | / | 45 | 45 | COc1c(C=O)c2c(c(OC)c1OC)-c1ccc(OC)c(=O)cc1C(NC(C)=O)CC2 (stereo not drawn) |
| 12 | / | 0 | 0 | CC12CCC(C(=O)CC1=O)C2(C)C (stereo not drawn) |
| 13 | / | -184 | -184 | CCN(CC)CCCNc1nc2ccccc2c2[nH]c3ccc(OC)cc3c12 |
| 14 | / | 10 | 10 | O=C1/C(=C\c2ccccc2)CN(C(=O)CCN2CCCCC2)C/C1=C/c1ccccc1 |
| 15 | / | -8 | -8 | Nc1c(Br)cc2c([nH]c(=O)c3ccccc32)c1Br |
| 16 | / | -2 | -2 | Cn1c(=O)c2[nH]c(C(O)c3ccc(Cl)cc3)nc2n(C)c1=O (stereo not drawn) |
| 17 | / | -1 | -1 | CCC(=O)N1CCc2cc(Br)c(S(=O)(=O)NCCN3CCCCC3CC)cc21 (stereo not drawn) |
| 18 | / | 69* | 69* | COC1C=CC=C(C)C(=O)NC2=CC(=O)C(N)=C(CC(C)CC(OC)C(O)C(C)C=C(C)C1OC(N)=O)C2=O (stereo not drawn) |
| 19 | / | 0 | 0 | O=C1c2ccccc2C(=O)N1OCCCN1C(=O)c2ccccc2S1(=O)=O |
| 20 | / | -58 | -58 | Oc1ccccc1C=NN=Cc1ccccc1Cl |

Structures listed above that bear a hit mark in HSF1 activator.
| nr | HDAC3 inh | HSF1 inhib | HSF1 activator | SMILES |
| --- | --- | --- | --- | --- |
| 2 | / | 95* | 95* | CCN(CC)c1ccc(C(=C2C=CC(=[N+](CC)CC)C=C2)c2ccccc2)cc1 |
| 18 | / | 69* | 69* | COC1C=CC=C(C)C(=O)NC2=CC(=O)C(N)=C(CC(C)CC(OC)C(O)C(C)C=C(C)C1OC(N)=O)C2=O (stereo not drawn) |

The list continues.
| nr | HDAC3 inh | HSF1 inhib | HSF1 activator | SMILES |
| --- | --- | --- | --- | --- |
| 21 | / | -12 | -12 | COc1cc(O)c(C=Nc2ccccc2NS(=O)(=O)c2ccc(C)cc2)c(OC)c1 |
| 22 | / | 39 | 39 | Cc1nn(-c2ccccc2)c2c1CC(=O)Nc1ccccc1-2 |
| 23 | / | 0 | 0 | CCOC(=O)N1CCC(NS(=O)(=O)c2cc3c(cc2Br)CCN3C(=O)CC)CC1 |
| 24 | / | -6 | -6 | O=C(O)CCC(=O)c1ccc2sc3ccccc3c2c1 |
| 25 | / | 25 | 25 | COc1ccc(/C=C2\C(=O)NC(=O)c3ccccc32)cc1OC |
| 26 | / | -12 | -12 | CCCCN(Cc1ccccc1)S(=O)(=O)c1cc2c(cc1Br)CC(C)N2C(C)=O (stereo not drawn) |
| 27 | / | -23 | -23 | COc1ccccc1C=NN=Cc1ccccc1O |
| 28 | / | 70* | 70* | Oc1ccc2ccccc2c1C=NNc1ccccn1 |
| 29 | / | -25 | -25 | O=[N+]([O-])c1cccc(C=NN=Cc2ccccc2O)c1 |
| 30 | / | 4 | 4 | Cc1cc(=O)n(C(C)Cc2ccccc2)n1C(C)Cc1ccccc1 (stereo not drawn) |
| 31 | / | 13 | 13 | CCN(CC)CCNC(=O)c1nn(-c2ccc(Cl)cc2)c2c1CCc1cc(OC)ccc1-2 |
| 32 | / | -3 | -3 | O=C(CC(=O)NN=Cc1ccc2c(c1)CCC2)NN=Cc1ccc2c(c1)CCC2 |
| 33 | / | 34 | 34 | O=C1C=C(N2CCN(c3ccccn3)CC2)C(=O)c2c(O)ccc(O)c21 |
| 34 | / | -34 | -34 | O=C(Cc1ccccc1[N+](=O)[O-])NCC(=O)c1ccc2c(c1)OCO2 |
| 35 | / | 0 | 0 | O=S(=O)(c1ccccc1)C1CC1(c1ccccc1)c1ccccc1 (stereo not drawn) |
| 36 | / | 1 | 1 | COC(=O)C(CCC(C(=O)OC)N1C(=O)c2ccccc2C1=O)N1C(=O)c2ccccc2C1=O (stereo not drawn) |
| 37 | / | -3 | -3 | COC(=O)C1(C)COP(=O)(NC23CC4CC(CC(C4)C2)C3)OC1 (stereo not drawn) |
| 38 | / | 89* | 89* | C=C1C(=O)C2=CC1CCC(=O)C1(C)CCC(OC(C)=O)C(C)(C)C1CC2O (stereo not drawn) |
| 39 | / | -44 | -44 | CC(=NNC(=S)N1CC2CCC(CC2)C1)c1cnccn1 |
| 40 | / | -8 | -8 | O=c1[nH]cnc2c1ncn2-c1ccc(N(CCO)CCO)cc1 |

Entries by screen from above:
Entries 32 to 37 in HSF1 activator: -3, 34, -34, 0, 1, -3
Entries 32 to 37 in HSF1 inhib: -3, 34, -34, 0, 1, -3

Profiles, looked up by structure. Order of values: HDAC3 inh	HSF1 inhib	HSF1 activator
`COC(=O)C(CCC(C(=O)OC)N1C(=O)c2ccccc2C1=O)N1C(=O)c2ccccc2C1=O` (stereo not drawn) is listed with /	1	1
`O=C(O)CCC(=O)c1ccc2sc3ccccc3c2c1` is listed with /	-6	-6

The results go on.
| nr | HDAC3 inh | HSF1 inhib | HSF1 activator | SMILES |
| --- | --- | --- | --- | --- |
| 41 | / | -38 | -38 | COc1ccc(/C=C2/CCC(CN3CCOCC3)C2=O)cc1 (stereo not drawn) |
| 42 | 4 | -98 | -98 | Cn1cccc1C(=O)OCC(=O)c1ccc(Br)s1 |
| 43 | -2 | 2 | 2 | CC(=O)Nc1ccc(S(=O)(=O)N(C)CC(=O)NNC(=O)Cc2nc3ccccc3n2C)cc1 |
| 44 | -5 | 5 | 5 | COc1cc(OC)cc(C(=O)N[C@H](C(=O)OCC(=O)c2ccc(C)c([N+](=O)[O-])c2)C(C)C)c1 |
| 45 | -5 | 6 | 6 | COc1cc(C(=O)NNC(=O)CCOc2ccccc2)cc(OC)c1OC |
| 46 | 3 | 19 | 19 | O=C(NN=C(c1ccccc1)c1ccccn1)c1ccccc1 |
| 47 | 8 | -28 | -28 | Cc1ccc(-c2csc(NC(=O)c3c(C)noc3C)n2)s1 |
| 48 | 3 | -4 | -4 | N#Cc1ccc(OCC(=O)NNC(=S)NC(=O)C2CC2)cc1 |
| 49 | 7 | -2 | -2 | CC1(C)CC2CC(C)(CN2C(=O)COC(=O)c2cccc([N+](=O)[O-])c2)C1 (stereo not drawn) |
| 50 | 2 | -64 | -64 | COc1ccc(/C=C/C(=O)OCC(=O)c2ccccc2F)cc1 |
| 51 | -2 | -5 | -5 | CN(Cc1cccs1)C(=O)COc1cccc2c1OC(C)(C)C2 |

Three entries already listed, sorted by molar mass, rising.
| nr | HDAC3 inh | HSF1 inhib | HSF1 activator | SMILES |
| --- | --- | --- | --- | --- |
| 46 | 3 | 19 | 19 | O=C(NN=C(c1ccccc1)c1ccccn1)c1ccccc1 |
| 50 | 2 | -64 | -64 | COc1ccc(/C=C/C(=O)OCC(=O)c2ccccc2F)cc1 |
| 44 | -5 | 5 | 5 | COc1cc(OC)cc(C(=O)N[C@H](C(=O)OCC(=O)c2ccc(C)c([N+](=O)[O-])c2)C(C)C)c1 |
